From PubChem
GPR151 activ = activators of human GPR151 | AID 1508602 | Q8TDV0 | PathHunter beta-arrestin GPR151 cells, luminescence | actives 1% (n = 650,000) | activation, % at 11.2 µM; in the data active = activation above about 4.9%;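 note: 0% = median of compound wells and 100% = cells with positive control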
Target sequence (Q8TDV0 whole entry, looked up): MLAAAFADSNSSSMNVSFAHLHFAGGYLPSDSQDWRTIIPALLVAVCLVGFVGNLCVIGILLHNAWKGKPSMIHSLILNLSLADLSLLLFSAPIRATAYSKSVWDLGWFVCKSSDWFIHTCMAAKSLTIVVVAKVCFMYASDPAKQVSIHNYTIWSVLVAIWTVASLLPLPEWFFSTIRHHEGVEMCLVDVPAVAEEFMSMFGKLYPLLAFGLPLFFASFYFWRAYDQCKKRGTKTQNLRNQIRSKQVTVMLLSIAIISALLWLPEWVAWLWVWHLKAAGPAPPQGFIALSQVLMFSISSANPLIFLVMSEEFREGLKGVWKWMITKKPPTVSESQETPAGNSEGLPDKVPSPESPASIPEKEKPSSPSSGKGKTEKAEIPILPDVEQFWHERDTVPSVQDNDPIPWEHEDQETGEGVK
TEAD-YAP block = TEAD-YAP interaction inhibition; HEK-TIYL cells, TEAD-Gal4/YAP UAS-luciferase luminescence; inhibition, % at 9.12 µM; actives 1.4% (n = 640,000); in the data active = inhibition above about 32%;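 note: 0% = median of test compound wells and 100% = reference inhibitor wells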
MITF primary = human MITF inhibition, primary screen | AlphaScreen MITF homodimerization, bead proximity signal | inhibition, % at 2.6 µM | O75030 | actives 0.91% (n = 650,000); in the data active = inhibition above about 50%;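 note: 0% = vehicle wells with protein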
Target sequence (O75030 whole entry, looked up): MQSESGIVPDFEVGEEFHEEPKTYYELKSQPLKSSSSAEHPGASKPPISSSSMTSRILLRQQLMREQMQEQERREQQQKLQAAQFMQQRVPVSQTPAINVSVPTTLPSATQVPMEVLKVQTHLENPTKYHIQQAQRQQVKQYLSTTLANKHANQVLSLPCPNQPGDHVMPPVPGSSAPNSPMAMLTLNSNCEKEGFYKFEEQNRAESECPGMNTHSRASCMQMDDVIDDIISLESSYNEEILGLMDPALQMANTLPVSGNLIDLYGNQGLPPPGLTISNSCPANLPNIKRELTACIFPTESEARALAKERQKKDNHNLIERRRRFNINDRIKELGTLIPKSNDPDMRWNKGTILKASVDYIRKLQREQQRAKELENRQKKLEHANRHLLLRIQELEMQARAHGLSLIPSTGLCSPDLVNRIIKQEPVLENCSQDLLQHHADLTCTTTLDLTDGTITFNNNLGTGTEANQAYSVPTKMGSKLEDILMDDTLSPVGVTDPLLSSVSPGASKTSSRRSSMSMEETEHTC
FBW7 activator = activators of human E3 ligase FBW7. normalized activity (activation), % at 26.1 µM. actives 0.13% (n = 650,000). AlphaScreen FBW7–phospho-cyclin E peptide binding, activator screen. Q969H0; in the data active = normalized activity above about 1.9%;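 note: purified mutant Fbw7 with reduced substrate affinity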
Starred values were filed as active, the others as inactive; & = joins results of further samples.

SMILES	GPR151 activ	TEAD-YAP block	MITF primary	FBW7 activator
O=C(NC1c2ccccc2Oc2ccccc21)OCc1ccccc1	-0.4	-5	7	-0.1
Cc1ccccc1C=Nc1cccc(C(N)=O)c1	1.1	-3	2	-0.1
CCc1nn(C(CC)C(=O)NC(C)C)c(=O)c2cc3oc(C)cc3n12 (centres undefined)	-1.1	-4	16	0.0
CCN1CCc2nc(NC(=O)c3cccc(Br)c3)sc2C1	-0.9	-47	-14	-0.1
Cc1ccc(S(=O)(=O)N(C)CC(=O)OCC(=O)Nc2ccc(F)c([N+](=O)[O-])c2)cc1	0.6	-2	1	-0.1
Cc1nnc(Nc2ccc(Nc3ccccc3)cc2)[nH]c1=O	-0.4	3	26	0.0
c1ccc(Cc2nnc3n2CCN(C2CCSC2)CC3)cc1 (centres undefined)	-0.9	-3	-8	0.0
CCN1CCN(C(=O)CCc2nnc(CCc3ccc(OC)cc3)o2)[C@@H](C)C1=O	-1.3	-17	3	0.1
Cc1ccccc1CN1CCC(CN)CC1	-0.2	11	-4	-0.1
N#CC(C#N)=CNc1cccc(S(=O)(=O)N2CCOCC2)c1	-1.1	2	6	0.0
CC(C)=C(NC(=O)c1ccccc1)C(=O)N/N=C/c1cc2c(cc1[N+](=O)[O-])OCO2	-1.0	9	-4	-0.1
O=C(C1c2ccccc2Oc2ccccc21)N1C2CCC1CC(O)(c1ccco1)C2 (centres undefined)	-0.6	4	20	0.2
COc1cccc(OCC(=O)NCC(C)C)c1	0.5	-2	-4	0.4
Nc1ccc2nc(/C=C/c3nc4ccc(N)cc4[nH]3)[nH]c2c1	1.9	16	20	-0.2
O=C(NCc1ccccc1Cl)c1cnccn1	0.5	-8	-12	-0.1
N#Cc1ccc(OCC(=O)NNC(=O)Nc2ccc(Cl)c(Cl)c2)cc1	2.3	13	-13	0.0
CC(=O)C1=C(c2ccc(F)cc2)N(C(C)=O)n2c(nnc2C2CCCCC2)S1	0.4	6	4	-0.1
O=C(COc1ccccc1Br)Nc1ccc(F)cc1F	-0.6	-68	13	0.0
CC(=O)C1CC(CC(N)=O)C1(C)C (centres undefined)	1.6	-1	-1	-0.1
O=c1[nH]c2sc3c(c2c(=O)n1Cc1ccccc1)CCCC3	2.5	-5	0	-0.1
O=C1c2ccc(Br)cc2C(=O)N1c1cc([N+](=O)[O-])ccc1O	-0.8	0	8	0.1
O=C(NC(=S)Nc1ccc2[nH]c(=O)[nH]c2c1)c1cccc(F)c1	1.6	-13	-7	0.2
O=C(c1cccc2ccccc12)c1nc2c(n1O)CCCC2	0.7	-1	5	0.0
CC1=CC(C)(C)N(C(=O)CSc2nc3ccccc3o2)c2cc(C)ccc21	-0.5	-3	1	-0.1
CCCC(c1ccc(N(C)C)cc1)(c1ccc(N(C)C)cc1)c1ccc(N(C)C)cc1	0.3	4	20	-0.2
O=C(Nc1cccc(Cl)c1)NC12CC3CC(CC(C3)C1)C2	4.5	-26	17	1.1
COc1ccc(NC(=O)N2CCOc3ccc(C)cc32)cc1	1.1	-6	2	0.7
NS(=O)(=O)c1ccc(CCn2c(=S)[nH]c3ccc(Cl)cc3c2=O)cc1	1.6	5	-9	0.1
Cc1ccc(CN2CCC(C(=O)NCC(C)C)CC2)o1	-1.0	6	9	0.4
Cc1ccc(Cn2c(C(=O)O)c(CNCc3cccnc3)c3ccccc32)cc1	1.6	10	3	0.2
Cc1ccc(-c2c3c(nc4sc(C(N)=O)c(N)c24)CCCC3)cc1	0.5	-7	-16	0.1
O=C(NCc1ccco1)C1CCC(Cn2c(SCc3ccccc3Cl)nc3ccccc3c2=O)CC1 (centres undefined)	-0.5	1	8	0.1
COc1ccc(-c2nc(-c3ccccc3)c(-c3ccc(Sc4ccccc4)cc3)[nH]2)cc1OC	-0.4	2	7	-0.1
CC(C)n1c(-c2csc3ccccc23)nc2c(NCc3ccccc3)ncnc21	1.3	-11	6	0.1
COc1cccc(C2=NN(C)c3nc4c(c(=O)n(C)c(=O)n4C)n3C2)c1	-0.2	1	21	0.4
Clc1ccc(OCCOc2ccccc2)c(/C=N/n2cnnc2)c1	2.7	7	2	0.1
Cc1nn(CC(=O)NCc2cccnc2)c(=O)c2cc3ccsc3n12	-1.0	-6	4	-0.1
Cc1ccc([N+](=O)[O-])cc1NC(=O)C1CSCN1C(=O)OCc1ccccc1 (centres undefined)	-0.2	-7	-2	0.1
COc1cc(NC(=O)c2cccc(-n3cc(Nc4nc5ccccc5[nH]4)cn3)c2)cc(OC)c1OC	1.0	34*	8	0.4
COC(=O)C1=C(C)Nc2nnnn2C1c1ccc(Br)s1 (centres undefined)	0.5	0	13	0.1
N#CC1=C(N)Oc2n[nH]c(-c3cccc([N+](=O)[O-])c3)c2C1c1ccccc1C(F)(F)F (centres undefined)	-0.6	1	-4	-0.1
COc1ccc(Nc2nc(N3CCCC3)nc3[nH]ncc23)cc1	0.4	48*	-14	0.1
O=C(c1ccc2nc3ccccc3c(=O)n2c1)N1CCN(c2ccccc2F)CC1	-0.2	8	-2	0.2
CCc1cc2c(NCCCCCC(=O)O)ncnc2s1	0.6	4	-1	0.0
O=C(c1ccccc1)N1CCN(S(=O)(=O)N2CCCCCC2)CC1	1.2	-2	10	-0.2
COc1cc(Br)c(C2C(C#N)=C(C)NC3=C2C(=O)CC(c2ccc(Cl)cc2)C3)cc1OC (centres undefined)	1.3	11	12	0.2
Cc1ccc(OCCN(C)C(=O)CCc2nnc(Cc3c[nH]c4ccccc34)o2)cc1	-0.7	-8	-2	0.0
COc1cccc(-n2c(SCC(=O)Nc3ccccc3OC)nnc2-c2cccnc2)c1	-0.3	-4	-7	0.0
Cc1c(-c2cccc(NC(=O)c3ccc(Br)o3)c2)nc2ncccn12	0.5	-5	-4	0.1
O=C(NCCCO)/C(=C/c1cccc([N+](=O)[O-])c1)NC(=O)c1ccc(Br)o1	-0.3	-2	-8	-0.1
CCN(CC)c1nc(C)nc2sc(C(=O)N3CCN(c4ccc(F)cc4)CC3)c(C)c12	0.9	6	23	0.1
O=C1C(Nc2ccccc2)=CC(c2ccccc2[N+](=O)[O-])N1c1ccccc1 (centres undefined)	0.6	-82	-1	0.2
O=[N+]([O-])c1ccc(N/N=C/c2ccc(Br)c([N+](=O)[O-])c2)cc1	0.5	7	-3	-0.1
O=C(COc1ccc(Br)cc1Br)Nc1ccccc1F	0.1	-2	3	0.0
CCc1ccc(C2c3c(oc4ccc(F)cc4c3=O)C(=O)N2CCN2CCOCC2)cc1 (centres undefined)	0.2	-10	-4	0.3
CCCCn1c2c(=O)n(C)c(=O)n(C)c2n2c(-c3ccc(Cl)cc3)nnc12	0.7	-14	26	-0.1
O=C(c1ccc(Cl)cc1)c1cc([N+](=O)[O-])ccc1N1CCOCC1	-0.9	53*	19	0.0
Cc1c(Cl)cccc1NC(=O)CSc1nc(=O)n(Cc2ccccn2)c2c1CCC2	1.3	4	-1	0.0
CN(C)c1cccc(Nc2nc(Nc3ccc4c(c3)OCO4)c3ncn(-c4ccsc4)c3n2)c1	5.0*	-34	7	0.0
CCOC(=O)c1ncn2c(=O)c3c(C(=O)OCC)ncn3c(=O)c12	0.4	-14	13	0.0

(continued)
SMILES	GPR151 activ	TEAD-YAP block	MITF primary	FBW7 activator
Cc1cccc(NS(=O)(=O)c2ccc3c(c2)oc(=O)n3C)c1C	0.3	1	17	0.3
O=C(COc1ccccc1F)N=C1N=C2C=CC(Cl)=CN2Cc2ccccc21	-4.6	-26	11	0.0
COc1ccc(C(=O)N2CCN(C(=O)c3ccco3)CC2)c(OC)c1	-0.5	2	0	0.8
Cn1c(=O)c2c(nc(C(N)=O)n2C)n(C)c1=O	-1.4	-4	-12	0.1
CC(C)(C)OC(=O)NC(CO)C(=O)NC(Cc1ccc(O)cc1)C(=O)NN (centres undefined)	0.9	-1	9	0.0
CCOc1ccc(C2C3=C(CCCC3=O)Nc3nc(SC)nn32)cc1OC (centres undefined)	0.8	8	5	0.1
CC(/C=C/c1ccco1)=N\NC(=O)COc1cccc(Cl)c1	0.4	1	9	-0.1
COc1cccc(C(=O)CC(=O)C(=O)Nc2ccc(C)cc2Cl)c1	-0.4	3	0	-0.1
Cc1ccc(NC(=O)Cn2cnc3sc(C(=O)N(C)Cc4ccccc4)c(C)c3c2=O)cc1Cl	-0.7	-2	-27	0.1
Cc1cc([N+](=O)[O-])ccc1-n1nnnc1C	0.8	29	-10	-0.4
O=C(CNC(=O)c1ccc(F)cc1)N/N=C/c1cccnc1	0.5	1	11	-0.2
O=C(NCCN1CCOCC1)c1ccc(Cl)cc1Cl	-0.3	-14	15	-0.1
Cc1ccc(C(=O)Nc2ccc(O)c(C)c2C)cc1	-0.6	-44	-12	-0.1
Cc1ccc(C)c(S(=O)(=O)Nc2ccc(O)c3ccccc23)c1	-0.4	19	6	-0.1
CCCOC1OC(COC(C)=O)C(OC(C)=O)C(OC(C)=O)C1NC(C)=O (centres undefined)	-0.6	0	10	0.2
CCc1c(C)c(C#N)c2nc3ccccc3n2c1-n1ccnc1C	-1.2	1	11	-0.5
CC1=C(C(=O)Nc2ccccc2)C(c2cccc([N+](=O)[O-])c2)Nc2nc3ccccc3n21 (centres undefined)	-1.0	7	-6	-0.1
CCC1SC2=NCN(c3ccccc3)CN2C1=O (centres undefined)	0.2	0	-1	0.0
COc1ccc(NC(=O)CC2C(=O)N(c3ccc(Cl)cc3)C(=S)N2CCc2ccc(OC)c(OC)c2)cc1 (centres undefined)	0.0&1.7	-4&-4	6&6	-0.1&-0.1
O=C(Nc1ccc(N2CCOCC2)c(Br)c1)c1ccc(F)cc1	2.3	-24	6	0.0
c1ccc(CC(Nc2ncccn2)c2ccccc2)cc1 (centres undefined)	1.0	5	1	-0.3
CCOC(=O)/C(C=O)=c1\s/c(=C\c2ccc(OC)cc2)c(=O)n1C	-0.5	-46	14	0.2
Cc1ccc2c(c1)CN(CC(=O)N1CCCC1c1nccs1)CC(c1ccsc1)O2 (centres undefined)	-0.1	8	8	0.2
CC(=O)Nc1ccc(Nc2c(-c3ccc4c(c3)OCC(=O)N4)c(=O)c2=O)cc1	8.7*	4	-6	-0.1
C/C(=N\NC(=O)c1cccnc1)c1ccc(Br)s1	-1.9	-19	7	0.4
CC(O)CNC(=O)c1sc2ccccc2c1Cl (centres undefined)	-0.5	-27	2	-0.1
Cn1ncc2c(=O)n(CC(N)=O)cnc21	-1.9	5	-32	-0.1
CCN(CC)S(=O)(=O)c1ccc(OC)c(NC(=O)c2ccc(C(C)(C)C)cc2)c1	-1.0	3	4	-0.1
CCOc1cc(/C=N/NC(=O)c2cc(C)[nH]n2)ccc1OC(=O)c1ccc([N+](=O)[O-])cc1	1.1	8	13	0.5
NS(=O)(=O)c1ccc(Nc2c3c(nc4ccc(Cl)cc24)CCC3)cc1	-0.3	7	-7	-0.1
Cc1ccc(CSCC(=O)NCc2ccco2)cc1	0.2	4	4	0.1
CC1=C(C(=O)OCCc2ccccc2)C(c2ccccc2[N+](=O)[O-])C2=C(CC(c3ccc(Cl)cc3)CC2=O)N1 (centres undefined)	0.9	4	15	0.0
CC(C)NC(=O)CCC(=O)n1ncc2cc(Cl)ccc21	-0.1	-4	3	-0.1
COc1cc([N+](=O)[O-])ccc1NC(=O)c1c(F)cccc1F	2.3	-6	2	-0.2
CCCNC(=O)c1cnc(Nc2ccccc2)s1	0.5	-16	-9	0.1
CC(C)N(C(=O)CSc1nnc(-c2cccnc2)n1Cc1ccccc1)C(C)C	0.3	5	-1	-0.1
COc1ccc(-c2ccc(/C=C3/C(=O)N(CCc4ccccc4)C(=O)C(C#N)=C3C)o2)c([N+](=O)[O-])c1	0.6	-5	9	0.0
Cc1cc(C)c(NC(=S)N(Cc2ccc(Br)cc2)Cc2ccc(C(=O)O)cc2)c(C)c1	-0.7	-5	0	0.2
CCCOc1ccc(-c2csc3ncn(CC)c(=O)c23)cc1	-1.7	-14	-4	-0.2
Cc1cccc(C(=O)NNC(=O)/C=C/c2ccccc2)c1	0.3	2	13	0.1
CCOCCn1cnc2sc(C(=O)Nc3nc4c(C)cccc4s3)c(C)c2c1=O	0.5	7	-18	0.0

Part of the list above in order of length of the SMILES, rising:
SMILES	GPR151 activ	TEAD-YAP block	MITF primary	FBW7 activator
CC(O)CNC(=O)c1sc2ccccc2c1Cl (centres undefined)	-0.5	-27	2	-0.1
Cc1ccc(CSCC(=O)NCc2ccco2)cc1	0.2	4	4	0.1
CC(C)NC(=O)CCC(=O)n1ncc2cc(Cl)ccc21	-0.1	-4	3	-0.1
CCCOc1ccc(-c2csc3ncn(CC)c(=O)c23)cc1	-1.7	-14	-4	-0.2
COc1cc([N+](=O)[O-])ccc1NC(=O)c1c(F)cccc1F	2.3	-6	2	-0.2
NS(=O)(=O)c1ccc(Nc2c3c(nc4ccc(Cl)cc24)CCC3)cc1	-0.3	7	-7	-0.1
CCOCCn1cnc2sc(C(=O)Nc3nc4c(C)cccc4s3)c(C)c2c1=O	0.5	7	-18	0.0
CCN(CC)S(=O)(=O)c1ccc(OC)c(NC(=O)c2ccc(C(C)(C)C)cc2)c1	-1.0	3	4	-0.1
Cc1cc(C)c(NC(=S)N(Cc2ccc(Br)cc2)Cc2ccc(C(=O)O)cc2)c(C)c1	-0.7	-5	0	0.2
CCOc1cc(/C=N/NC(=O)c2cc(C)[nH]n2)ccc1OC(=O)c1ccc([N+](=O)[O-])cc1	1.1	8	13	0.5
CC1=C(C(=O)OCCc2ccccc2)C(c2ccccc2[N+](=O)[O-])C2=C(CC(c3ccc(Cl)cc3)CC2=O)N1 (centres undefined)	0.9	4	15	0.0
